Screens (PubChem)
Runt-CBFb FRET – Runt domain-CBFb interaction inhibition; Cerulean-Runt/Venus-CBFb FRET ratio 530/480, 1 h; Q01196+Q13951; inhibition, % at 20 µM; 220,000 compounds, 0.46% hits; AID 1496;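 active = inhibition over about 50% at 20 µM in the single-dose screen, limit read from the data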;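 also: 0% = DMSO wells and 100% = excess unlabeled CBFb competitor control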
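Doses: 20 µM compound in 1% DMSO | Material: Cerulean-labeled Runt domain protein | Amount: Each fluorescent fusion protein 100 nM | Schedule: Two 1 h room-temperature incubations shielded from light | Measured by: FRET fluorescence | Evaluation: Loss of energy transfer signal | Controls: Unlabeled CBFb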
TbHK1 inh – T. brucei hexokinase 1 inhibition | recombinant TbHK1, G6PDH-coupled NADH A340 | inhibition, % at 10 µM | 220,000 compounds, 0.11% hits | AID 1430;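 active = inhibition of 50% or more in the single-dose primary screen; inactive = inhibition below 50%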
Runt-SMMHC FRET – blocks binding of human RUNX1 Runt domain to CBFb-SMMHC. Q01196+Q13951. Cerulean-Runt/Venus-CBFb-SMMHC FRET ratio 530/480, 1 h. inhibition, % at 20 µM. 220,000 compounds, 0.74% hits. AID 1434;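 active = mean inhibition across duplicate retests at 20 µM reaching about 50%, limit read from the data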;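 also: 0% = DMSO wells and 100% = wells with excess untagged CBFb-SMMHC; inhibitors lower the FRET ratio by blocking Runt binding to CBFb-SMMHC; some results filed as inactive read as strong as hits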
14-3-3 Bad inh – disrupts binding of bovine 14-3-3 zeta to phospho-Bad peptide; TR-FRET 14-3-3zeta/Dy647-pBad peptide displacement, 1 h; inhibition, % at 21.7 µM; 220,000 compounds, 0.71% hits; AID 781;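 active = inhibition above about 70%, limit read from the data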;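 also: 0% = full 14-3-3 plus peptide FRET controls and 100% = background without 14-3-3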
EBV gp42 inh – blocks Epstein-Barr virus glycoprotein 42 binding | Q1HVG2 | Fluorescence polarization binding assay, mP read-out | inhibition, % (tested at 21.74 µM) | 220,000 compounds, 0.42% hits; in the data active = inhibition above about 50%
Hck Nef HTS – inhibitors of human Hck kinase activated by Nef | Recombinant Hck-YEEI plus Nef, Z-Lyte FRET kinase assay | inhibition, % at 20 µM | 220,000 compounds, 0.68% hits | P08631;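 active = Hck-Nef kinase inhibition above about 50%, limit read from the data; inactive = inhibition below that limit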;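 also: 0% = DMSO with Hck plus Nef and 100% = Hck alone without Nef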
Target sequence (P08631 whole entry, looked up): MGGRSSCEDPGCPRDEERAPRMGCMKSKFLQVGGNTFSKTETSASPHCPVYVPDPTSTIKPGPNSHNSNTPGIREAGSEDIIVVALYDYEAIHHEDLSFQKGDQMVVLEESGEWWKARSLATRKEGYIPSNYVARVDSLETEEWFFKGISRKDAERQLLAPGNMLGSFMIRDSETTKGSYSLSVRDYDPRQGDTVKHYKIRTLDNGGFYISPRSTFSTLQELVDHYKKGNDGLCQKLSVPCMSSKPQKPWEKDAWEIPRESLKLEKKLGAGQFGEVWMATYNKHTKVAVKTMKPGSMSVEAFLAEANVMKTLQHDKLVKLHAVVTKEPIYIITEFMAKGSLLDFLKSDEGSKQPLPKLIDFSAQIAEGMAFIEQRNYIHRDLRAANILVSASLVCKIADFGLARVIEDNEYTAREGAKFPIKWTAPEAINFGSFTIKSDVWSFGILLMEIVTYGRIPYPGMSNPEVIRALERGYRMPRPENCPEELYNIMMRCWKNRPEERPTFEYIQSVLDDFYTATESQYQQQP
p47phox inh – inhibitors of human p47phox binding; inhibition, % at 24.7 µM; 220,000 compounds, 0.53% hits; p47phox/p22phox peptide binding, fluorescence polarization, 2 h; P14598;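 active = inhibition above about 30%, limit read from the data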;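 also: 0% = p47phox with labelled peptide and 100% = labelled peptide alone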
Target sequence (P14598 whole entry, looked up): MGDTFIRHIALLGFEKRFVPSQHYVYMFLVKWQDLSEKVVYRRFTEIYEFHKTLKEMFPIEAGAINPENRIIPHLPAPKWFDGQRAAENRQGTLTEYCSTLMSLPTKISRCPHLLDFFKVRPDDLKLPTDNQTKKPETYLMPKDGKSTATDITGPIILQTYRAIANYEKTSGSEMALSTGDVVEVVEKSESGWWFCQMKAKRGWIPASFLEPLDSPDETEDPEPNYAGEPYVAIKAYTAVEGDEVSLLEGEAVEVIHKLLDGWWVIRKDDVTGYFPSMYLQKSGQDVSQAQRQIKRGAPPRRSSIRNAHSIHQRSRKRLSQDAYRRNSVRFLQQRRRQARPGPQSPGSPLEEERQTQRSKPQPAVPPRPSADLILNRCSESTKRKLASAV
Mdm2 ligase inh – Mdm2 E3 ligase (human) inhibition; Q00987; cell-based MDM2 ubiquitination luciferase reporter, 2 h; 0 = plate control, 100 = twice control, blank-subtracted; signal enhancement, % at 5 µM; 210,000 compounds, 0.11% hits;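 active = signal enhancement of 30% or more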;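 also: luminescence tracks abundance of the self-degrading MDM2-luciferase fusion protein; higher signal means inhibition of MDM2 E3 ligase activity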
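test system = mammalian cells stably expressing self-ubiquitinating, self-degrading MDM2 E3–luciferase fusion | quantity = 2000 cells/well | incubation = cell settling 4 h, compound treatment 2 h, both 37 °C | signal = luminescence with SteadyLite reagent, 15 min at room temperature | evaluation = % enhancement relative to plate controls after blank subtraction | benchmarks = plate controls and plate blanks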
L929 necroptosis – blocks zVAD induced death of L929 cells | L929 zVAD necroptosis rescue, ATP luminescence, 24 h; with zVAD 60 µM | viability rescue, % at 10 µM | 220,000 compounds, 0.38% hits | AID 1377;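 active = activation, scaled between plate controls, above about 75%, limit read from the data; inactive = activation under that limit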;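 also: 0% = zVAD with DMSO and 100% = DMSO alone without zVAD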
Starred values were filed as active, the others as inactive; nt = no result given; [ ] = remark or other dose.

SMILES | Runt-CBFb FRET | TbHK1 inh | Runt-SMMHC FRET | 14-3-3 Bad inh | EBV gp42 inh | Hck Nef HTS | p47phox inh | Mdm2 ligase inh | L929 necroptosis
CC(=O)Nc1ccc2nc(NC(=O)c3ccc([N+](=O)[O-])s3)sc2c1 | -2 | -25 | -3 | -92 | 15 | 25 | 1 | -7 | -1.4
O=[N+]([O-])c1ccc(C2CCCC/C2=N\OCc2cccc(F)c2)c([N+](=O)[O-])c1 (centres undefined) | 10 | 4 | 0 | 0 | 1 | 1 | 0 | -4 | 0.0
CSc1cccc(NC(=S)NCCCN2CCN(c3ccc(F)cc3)CC2)c1 | 10 | 9 | 0 | 0 | -3 | -2 | -6 | -7 | -1.1
COc1ccc(N(CC(=O)NC2CCCCC2)S(=O)(=O)c2cccnc2)cc1 | 2 | 5 | -1 | -2 | -18 | 1 | -8 | 7 | -0.1
CCOC(=O)c1nnn2c1nc(N1CCN(c3ccccc3)CC1)c1ccccc12 | -2 | -22 | -4 | 0 | -10 | 12 | -5 | -13 | 0.9
Cc1ccc2c(c1)c1c(n2CC(O)CNC2CCCC2)CCCC1 (centres undefined) | 0 | -9 | -2 | 4 | -2 | 23 | -4 | -15 | 6.4
O=C(O)CC/C(=C\c1ccc(N2CCCC2)c([N+](=O)[O-])c1)c1nc2ccccc2s1 | -7 | -4 | -10 | 3 | 0 | 26 | -6 | -9 | 4.2
CC1C/C(=N/Nc2nc3ccccc3[nH]2)CC(C)(C)C1 (centres undefined) | 4 | 3 | 4 | 4[fluorescence artefact?] | -10 | 8 | -21 | -4 | 0.7
O=C(Nc1cccc([N+](=O)[O-])c1)c1ccc2nc(N3C(=O)CCC3=O)sc2c1 | 0 | -10 | -1 | 2[fluorescence artefact?] | -14 | 2 | -19 | 9 | 0.5
COc1ccccc1CCc1nnc(CCC(=O)N(C)Cc2cccc3ncccc23)o1 | 1 | -1 | -1 | -1 | -12 | 22 | -12 | 5 | 3.0
COc1ccc(C2=NC(=O)/C(=C\c3cc(OC)c(OC)c(OC)c3)O2)cc1 | 3 | -14 | 2 | 26[fluorescence artefact?] | -13 | 8 | 16 | -6 | -0.2
O=[N+]([O-])c1ccccc1Nc1c2ccccc2nc2ccccc12 | 1 | -16 | 1 | -16 | -9 | 18 | -2 | -9 | -0.2

In another format: entries from further up
Sequence of screens – Runt-CBFb FRET, TbHK1 inh, Runt-SMMHC FRET, 14-3-3 Bad inh, EBV gp42 inh, Hck Nef HTS, p47phox inh, Mdm2 ligase inh, L929 necroptosis
O=[N+]([O-])c1ccc(C2CCCC/C2=N\OCc2cccc(F)c2)c([N+](=O)[O-])c1 (centres undefined)
  10, 4, 0, 0, 1, 1, 0, -4, 0.0
O=C(Nc1cccc([N+](=O)[O-])c1)c1ccc2nc(N3C(=O)CCC3=O)sc2c1
  0, -10, -1, 2[fluorescence artefact?], -14, 2, -19, 9, 0.5

The list continues:
SMILES | Runt-CBFb FRET | TbHK1 inh | Runt-SMMHC FRET | 14-3-3 Bad inh | EBV gp42 inh | Hck Nef HTS | p47phox inh | Mdm2 ligase inh | L929 necroptosis
Cn1c(=O)c2cc(S(=O)(=O)N3CCC(c4ccccc4)CC3)ccc2n(C)c1=O | -1 | -3 | -5 | 29 | -10 | 23 | -6 | -11 | -0.3
CC(C)CC(=O)Nc1ccccc1Oc1ccccc1 | 1 | -8 | 0 | -4 | -11 | 2 | -11 | -5 | 0.1
Cc1ccc(NC(=O)/C(C#N)=C(\N)C(Cl)(Cl)Cl)nc1 | 3 | -9 | -3 | 12 | 137* | 39 | -106 | -20 | 8.4
Cc1ccc(C2CC(c3ccco3)=NN2S(C)(=O)=O)cc1 (centres undefined) | -2 | -7 | 3 | -10[fluorescence artefact?] | -9 | 2 | -30 | -21 | 0.3
CC(=O)Nc1ccc(N=Cc2nc(-c3ccc(C)cc3)oc2O)cc1 | -218 | -14 | -26 | 69[fluorescence artefact?] | 12 | 15 | -33 | -9 | -0.4
CN(C)CCCN(CCCN(C)C)C(=S)Nc1ccc(S(=O)(=O)N2CCOCC2)cc1 | 0 | 3 | 3 | 3 | 5 | -5 | -4 | -12 | 0.3
CC(CCCC(C)(C)O)NC(=O)c1ccc(OC2CCN(C(=O)C3CC3)CC2)cc1 (centres undefined) | -1 | -4 | -2 | 4 | -7 | -3 | 1 | 0 | 1.3
COc1cccc(CNCCO)c1OCc1ccc(Cl)cc1 | nt | -2 | -1 | -3 | -1 | -9 | 0 | -12 | 0.3
CCOc1ccc(NC(=S)Nc2ccc(OC)cc2)cc1 | 7 | -4 | 1 | -3 | 6 | 0 | 4 | -5 | 0.5
Cn1cnc([N+](=O)[O-])c1Sc1nc2ccccc2[nH]1 | 2 | -13 | 3 | 2 | 1 | -10 | -8 | -8 | 1.1
COC(=O)c1ccc(NC(=S)NCCc2ccccc2)cc1 | -1 | 4 | -2 | -17 | -2 | -1 | -8 | 0 | 1.1
Cc1nc2c(C)cccc2cc1C(=O)N/N=C/c1cccnc1 | -1 | -2 | 4 | -10[fluorescence artefact?] | -12 | 6 | -13 | -3 | 0.2
COc1ccc(CNc2nc3ccccc3n2CCN2CCCCC2)cc1 | 1 | -3 | 3 | -19 | -1 | -12 | -8 | -4 | -0.9
CCOc1ccc(N2CC(C(=O)N3CCc4ccccc4C3)CC2=O)cc1 (centres undefined) | -3 | 5 | 1 | 3 | 1 | -1 | 0 | -15 | -0.1
CC(C)NC(=O)CSc1nc(N)c(-c2ccccc2)c(=O)[nH]1 | 2 | 8 | -1 | -17 | -12 | 24 | -3 | -10 | 2.1
CC(CC(=O)Nc1ccccc1C(F)(F)F)c1ccccc1 (centres undefined) | -1 | 34 | -3 | 1 | -19 | 6 | 2 | 7 | 0.2
O=C(Nc1cccc(C(F)(F)F)c1)C(Sc1n[nH]c(=O)[nH]c1=O)c1ccccc1 (centres undefined) | -2 | 1 | 0 | -11 | -5 | 15 | -4 | -13 | 1.8
CCNc1nc(CC)nc2c1oc1ccccc12 | nt | 4 | 1 | 49 | -16 | 1 | -2 | 3 | 2.1
CCOc1ccc(C(=O)N2CCc3cc(OC)c(OC)cc3C2)cc1OCC | -1 | -13 | 3 | -6 | -14 | 1 | -14 | -11 | 1.8
CCCCc1ccc(NC(=S)Nc2cccnc2)cc1 | 21 | 1 | 2 | -3 | 15 | 0 | -11 | -10 | -0.1
Cc1ccc(NC(=O)OCc2cn(-c3ccc(Cl)cc3)nn2)cc1 | 0 | -7 | 2 | -4 | -17 | 2 | -16 | 2 | -0.3
O=C(CSc1ncnc2ccccc12)Nc1ccc2c(c1)OCO2 | 0 | -1 | -2 | 4 | 5 | 4 | -17 | -6 | 1.1
CC1=C(C)C(OCCCl)N(c2cc(O)c(Cl)cc2F)C1=O (centres undefined) | 2 | -11 | -5 | -5 | -22 | 1 | -11 | -29 | 0.5
CN(C(=O)CSc1nc2ccc(Br)cc2c(=O)n1Cc1ccco1)C1CCS(=O)(=O)C1 (centres undefined) | -1 | -14 | -2 | -1 | -2 | 20 | -4 | -5 | -1.2
CC1SCC(=O)N(CC(=O)Nc2ccc3c(c2)OCO3)C1=O (centres undefined) | 1 | -10 | 5 | -9 | -20 | 0 | -7 | -9 | 1.3
O=C(Cc1ccc(Cl)cc1)Nc1cccc(-c2nnc(-c3ccco3)o2)c1 | -2 | -6 | -10 | nt | -8 | 0 | -9 | -17 | 1.0
c1ccc(N2CCN(c3nnc(Cc4cccnc4)c4ccccc34)CC2)nc1 | -2 | -9 | -1 | -11 | -4 | 3 | -3 | -23 | 2.0
c1ccc(CN=C2NN=C(c3cc4ccccc4o3)CS2)cc1 | 11 | -16 | 9 | -4 | -18 | 11 | -30 | 5 | 1.5
C=CCn1c(SCC(=O)Nc2ccccc2)nc2scc(-c3cccs3)c2c1=O | 1 | -8 | -4 | 2 | 4 | 4 | -65 | 3 | 0.2
CCN(CC)C(=O)CSc1ncnc2sc(-c3ccccc3)cc12 | -7 | -16 | -2 | 16 | -13 | -7 | -15 | -19 | 0.7
O=Cc1c(Cl)nc2ccccn2c1=O | 3 | -26 | 7 | 27 | 1 | 17 | -19 | 3 | -0.4
Clc1ccccc1/C=C/C=N/Nc1nc(N2CCOCC2)nc(N2CCOCC2)n1 | -6 | -52 | 1 | -10 | -13 | 1 | -11 | -3 | 0.7
O=C(NCCCN1CCOCC1)C(=O)N/N=C/c1ccccc1 | 3 | -3 | 4 | -1 | -2 | 0 | -4 | nt | -1.2
O=C(O)C1=C[C@H](c2csc3ccccc23)C[C@H](OCCCCO)O1 | 1 | -3 | -7 | 7 | -13 | 11 | nt | nt | -0.1
Cc1ccc(N2CC(C(=O)Nc3ccc(S(=O)(=O)Nc4nccs4)cc3)CC2=O)cc1 (centres undefined) | 0 | -6 | 0 | -3 | -5 | 12 | -11 | -7 | 1.2
CC(C)n1cnc2c(NCc3ccc(S(N)(=O)=O)cc3)nc(NCc3ccc(S(N)(=O)=O)cc3)nc21 | 1 | -8 | 2 | -4 | -13 | 29 | -8 | 14 | 0.7
Cc1nnc(C)n1/N=C/c1cccn1C | -1 | -12 | -2 | 4 | -18 | 7 | -3 | -18 | -0.4
O=c1[nH]c(=O)n(Cc2ccco2)c2c1C(C(F)(F)F)(C(F)(F)F)N=C(CCc1ccccc1)N2 | -2 | -6 | -9 | -12 | -9 | 1 | -11 | -84 | 0.5
Cc1ccc(S(=O)(=O)NC(=O)Nc2ccccc2)cc1 | 0 | 5 | -2 | 9 | -3 | 20 | -10 | -1 | 1.2
CC(/C=N\N1CCN(Cc2ccc(C)cc2)CC1)=C\c1ccccc1 | 6 | 6 | -3 | -23 | -6 | 1 | -11 | -8 | -0.5
Cc1oc(-c2ccccc2)cc1C(=O)Nc1cccc(C(=O)O)c1 | 5 | 14 | -1 | 8 | -15 | -1 | -12 | -9 | -0.2
N#Cc1cc2c(nc1SCC(=O)Nc1sc3c(c1C#N)CCC3)CCC2 | nt | -1 | -5 | -12 | -7 | 1 | -19 | -2 | 0.7
COC(=O)c1c(-c2cccc3ccccc23)csc1NC(=O)Cc1ccc(OC)c(OC)c1 | -3 | -23 | 1 | -7 | -16 | 8 | -16 | -15 | 0.6
CC(=O)Nc1ccc(S(=O)(=O)N2CCN(C34CC5CC(CC(C5)C3)C4)CC2)cc1 | -1 | 0 | 3 | -16[fluorescence artefact?] | -5 | -1 | -1 | -5 | 1.4
c1ccc(OCc2nn3c(Cn4nnc5ccccc54)nnc3s2)cc1 | 28 | 2 | 10 | 16 | -11 | 9 | -15 | -19 | 1.1
O=C(c1ccc(F)cc1)c1ccc(CN2C(=O)c3ccccc3C2=O)o1 | 0 | -3 | 0 | 7 | 9 | 5 | -5 | -8 | 2.3
COCCn1nnnc1C(c1cccc(OC)c1OC)N1CCN(C2CCCCC2)CC1 (centres undefined) | -2 | -3 | 1 | -7 | -33 | 2 | -8 | -12 | 0.6
O=C(O)Cc1coc(-c2ccc(F)cc2)n1 | 3 | 6 | -1 | -6 | -14 | -1 | -7 | -9 | 0.5
Cc1nc(N2CCN(C)CC2)c2sc(=S)n(C)c2n1 | 1 | -49 | -3 | -1 | -4 | 3 | 106* | -12 | 0.8
CN(C1CCCCC1)S(=O)(=O)c1cccc(C#N)c1 | 0 | 1 | 1 | -6 | -8 | 7 | -18 | 4 | -0.2
